# CAL PDZ inh: human CAL PDZ-peptide interaction inhibition; Q9HD26; purified CAL PDZ, TMR-peptide fluorescence polarization, 1 h; inhibition, % at 20 µM; hit rate 0.02% among 330,000; AID 504414;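 active means highest replicate inhibition of at least 40%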;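 further: plate controls were DMSO neutral control wells for no effect and unlabeled competitor peptide control wells for full effect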
#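 System: purified tagged CAL PDZ domain construct (CerCALP). Schedule: 1 h incubation at room temperature before polarization reading. Medium: 25 mM sodium phosphate pH 7.4, 150 mM NaCl, TCEP, IgG, Thesit. Read-out: percent inhibition from loss of millipolarization. Measured by: FP readout, S and P plane fluorescence. Probe or stimulus: fluorescent TMR peptide probe.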
# DAGLB inh: diacylglycerol lipase beta (human) inhibition | Q8NCG7 | HEK293T DAGLB membrane lysate, EnzChek fluorogenic substrate | inhibition, % at 5.17 µM | hit rate 0.059% among 340,000; in the data active means inhibition above about 34%;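 further: 0% = enzyme with vehicle and 100% = wells lacking enzyme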
# Target sequence (Q8NCG7 whole entry, looked up): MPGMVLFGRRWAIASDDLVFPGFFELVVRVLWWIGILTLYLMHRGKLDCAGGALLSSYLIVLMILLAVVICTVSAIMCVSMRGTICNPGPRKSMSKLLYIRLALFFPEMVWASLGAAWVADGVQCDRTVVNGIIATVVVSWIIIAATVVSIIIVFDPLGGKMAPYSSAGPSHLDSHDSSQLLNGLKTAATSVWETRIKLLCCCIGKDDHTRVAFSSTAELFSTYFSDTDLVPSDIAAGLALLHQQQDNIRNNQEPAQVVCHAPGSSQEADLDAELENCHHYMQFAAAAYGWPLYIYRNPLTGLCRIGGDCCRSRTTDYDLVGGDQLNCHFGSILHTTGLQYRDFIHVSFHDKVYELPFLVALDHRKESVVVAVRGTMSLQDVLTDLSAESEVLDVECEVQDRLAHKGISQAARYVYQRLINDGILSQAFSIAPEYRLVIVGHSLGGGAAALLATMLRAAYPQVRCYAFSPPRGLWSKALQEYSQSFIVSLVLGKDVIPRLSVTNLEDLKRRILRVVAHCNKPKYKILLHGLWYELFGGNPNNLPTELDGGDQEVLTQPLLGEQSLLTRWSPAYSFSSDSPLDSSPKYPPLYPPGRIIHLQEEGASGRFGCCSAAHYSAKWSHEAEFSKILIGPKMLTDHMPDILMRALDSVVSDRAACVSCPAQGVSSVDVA
# Ecoli viability: counter-screen for AddAB inhibitors: E. coli growth inhibition. E. coli V3065 growth, OD600 absorbance, 18 h. inhibition, % at 11.9 µM. hit rate 0.27% among 330,000. AID 449728;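 active means inhibition above the campaign's mean inhibition across all tested compounds plus 3 SD, cut at about 9.9% in these data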;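 further: uninfected addAB+ strain grown without phage in ampicillin broth; 0% = DMSO wells and 100% = ciprofloxacin 0.95 µg/ml wells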
# phage Ecoli inh: E. coli growth loss with phage present; growth absorbance; inhibition, % at 11.9 µM; hit rate 0.26% among 360,000; in the data active means inhibition above about 11%
# Wnt act: activators of Wnt/beta-catenin signaling; Wnt/beta-catenin reporter cell assay, activator, plate reader; activation, % at 9.35 µM; hit rate 1.2% among 300,000; in the data active means activation above about 30%, passing the limit was not always enough; inconclusive means no clear call, values can overlap the other calls;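 further: 0% = neutral control wells and 100% = positive control wells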
# PvdQ acylase: blocks Pseudomonas aeruginosa PvdQ acylase activity; purified PvdQ acylase, fluorescence plate reader; inhibition, % at 10 µM; hit rate 0.063% among 340,000; AID 488965; in the data active means inhibition above about 30%, passing the limit was not always enough; inconclusive means no clear call, values can overlap the other calls;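 further: 0% = vehicle neutral wells and 100% = reference inhibitor wells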
# AddAB inh: less growth of phage-infected E. coli with AddAB. E. coli expressing H. pylori AddAB, absorbance growth. inhibition, % at 11.9 µM. hit rate 0.29% among 330,000. AID 435030; in the data active means inhibition above about 12%;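 further: 0% = vehicle wells of infected cells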
# Rtt109 Vps75: blocks Candida albicans Rtt109/Vps75 acetyltransferase activity; Q5AAJ8; inhibition, % at 34.9 µM; hit rate 0.16% among 330,000; AID 540336; purified Rtt109/Vps75, ThioGlo CoA-SH fluorescence, 4 h;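 active means inhibition of at least 50% in every replicate; inconclusive means best replicate reaches 50% inhibition but some replicates fall short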
# Target sequence (Q5AAJ8 whole entry, looked up): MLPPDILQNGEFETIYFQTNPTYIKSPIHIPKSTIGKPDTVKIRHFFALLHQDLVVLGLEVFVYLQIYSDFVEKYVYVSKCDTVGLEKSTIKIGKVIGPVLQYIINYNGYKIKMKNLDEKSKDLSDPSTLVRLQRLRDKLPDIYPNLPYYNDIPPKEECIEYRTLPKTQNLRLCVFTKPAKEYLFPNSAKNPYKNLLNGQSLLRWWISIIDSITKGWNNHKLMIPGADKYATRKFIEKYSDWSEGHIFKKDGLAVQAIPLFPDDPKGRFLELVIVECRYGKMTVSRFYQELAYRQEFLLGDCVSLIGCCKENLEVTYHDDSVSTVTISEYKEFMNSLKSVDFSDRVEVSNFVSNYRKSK
# Tat transport: blocks Tat-dependent protein export in E. coli. AID 488895. inhibition, % at 10 µM. hit rate 0.036% among 340,000. E. coli MC4100 TorA-mCherry Tat export, fluorescence;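 active means mean replicate inhibition at least 50% and at least half of replicates individually reaching 50%; inconclusive means only one of the two criteria met; inactive means neither criterion met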;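 further: exported cargo escapes ClpAP degradation while cytoplasmic cargo is degraded and loses fluorescence; 0% = median of neutral control wells and 100% = median of NaSCN control wells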
# PfHsp90 yeast 2: growth inhibition of yeast expressing Plasmodium Hsp90. hit rate 0.32% among 310,000. inhibition, % at 9.4 µM. S. cerevisiae expressing PfHsp90, BacTiter-Glo ATP, 48 h; yeast lacking PDR1 and PDR3 efflux regulators. AID 504621;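 active means every replicate shows inhibition above about 80%, whatever the replicate mean, limit read from the data; inconclusive means mean inhibition reaches the set limit but some replicate falls short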;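 further: 0% = DMSO neutral controls and 100% = 20 µM radicicol positive controls; yeast relying on Plasmodium falciparum Hsp90 in place of its own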
# An asterisk follows results filed as active; ? = inconclusive; . = not tested or not shown. Rows were taken by chance. Share with any hit: about 1.9%.
SMILES,CAL PDZ inh,DAGLB inh,Ecoli viability,phage Ecoli inh,Wnt act,PvdQ acylase,AddAB inh,Rtt109 Vps75,Tat transport,PfHsp90 yeast 2
CCn1cc(C(=O)NCC(OC)OC)c(=O)c2cc(S(=O)(=O)N3CCCC3)ccc21,-1.0,-2,-1.3,2.1,0,-9,1.4,-5,-7,-5
COc1ccc2nc(NC(=O)c3ccccc3C(=O)O)sc2c1,-0.6,1,-0.2,4.1,1,3,-1.7,3,-10,2
CC(C)C[C@@H](CO)N1CCN(Cc2ccccc2)CCC1=O,0.0,-2,1.6,2.2,6,-1,-1.1,4,3,-4
C[C@H](CO)N1C[C@H](C)[C@@H](CN(C)C(=O)Nc2ccc(C(F)(F)F)cc2)Oc2ccc(NS(=O)(=O)c3ccc(F)cc3)cc2C1=O,-0.6,-2,0.8,-1.3,-4,2,6.6,6,-4,-3
CCCNC(=O)c1c(C)cc(=O)oc1C,-1.7,2,-2.7,0.7,.,11,-0.3,-6,-6,-5
N#CCCN(C(=O)COC(=O)c1nc(Cl)ccc1Cl)c1ccccc1,-1.5,0,1.1,3.2,2,-5,0.5,-1,-3,28
Cc1ccc2[nH]c(=O)c(CN(CCCN3CCOCC3)C(=O)Nc3ccc(Cl)cc3)cc2c1,-7.6,0,-0.4,2.9,3,2,3.0,?,0,-9
O=C(Nc1ccccc1C(F)(F)F)Nc1cccc2ccccc12,.,-2,1.6,0.9,.,-10,1.6,2,7,8
O=C(CN1CCCCC1)N1c2ccccc2Sc2ccc(C(F)(F)F)cc21,-3.5,-8,1.2,3.3,.,-8,4.3,7,0,5
CC(=O)C1=C(O)C(=O)N(c2ccc(C(=O)O)cc2)C1c1ccccc1 (stereo unspecified),-0.8,0,-2.5,1.6,4,-7,0.0,-3,-6,-8
CC(=O)CSc1ccc(-c2nc3ccccc3[nH]2)cn1,.,0,-0.2,1.5,0,1,3.6,-1,-5,22
Cc1cc(=O)n(CC(=O)NCCN2CCOCC2)c2c1c(C)nn2-c1ccccc1,-0.3,-4,-1.3,.,.,-7,-0.1,-1,-7,-24
COc1ccc(-n2cccc2/C=C/[N+](=O)[O-])cc1,-2.1,6,-1.9,2.7,3,-10,0.0,-7,-2,-14
CCOC(=O)Cc1csc(NC(=O)CCCN2C(=O)c3ccccc3C2=O)n1,0.1,1,0.9,5.2,.,-6,1.4,1,16,9
CCCn1cc(CN2CCC(n3nccc3NC(=O)c3ccc4c(c3)OCO4)CC2)c(C)n1,0.1,1,-0.6,-0.9,0,-8,1.5,-7,1,-9
Cc1cc(NC(=O)c2cccc(S(=O)(=O)N3CCCCC3)c2)no1,-0.5,-3,1.3,2.4,17,-1,3.6,2,0,-1
CCN(CC)S(=O)(=O)c1ccc(N2CCOCC2)c(NC(=O)c2ccc(=O)[nH]c2)c1,0.1,3,-2.4,-0.9,-3,-10,-1.2,8,2,5
Cc1ccc(/C=N/Nc2ccc(Cl)c(C(=O)O)c2)s1,0.9,6,-1.3,4.2,.,-5,4.8,-7,0,-25
CC[C@@H](C)CN1C(=O)N[C@@H](c2ccccc2)C(C(C)=O)=C1C,1.0,-1,1.6,-0.7,1,2,-2.4,-7,1,5
COC(=O)c1c[nH]n2c(=O)c(Cl)c(C)nc12,-1.4,-3,-0.3,5.5,-1,-9,3.1,-5,4,25
COc1cc(C(=O)C(=O)c2ccc(O)c(OC)c2)ccc1O,-1.4,2,0.2,0.9,3,-7,2.4,28,-3,-20
CCOC(=O)N1CCN(C(=O)c2cc(-c3ccncc3)nc3ccccc23)CC1,-2.1,2,-1.2,-0.1,0,0,-2.2,-3,-8,.
CCN(CC(=O)Nc1ccccc1OC)C(=O)c1ccc2[nH]c3c(c2c1)CC(C)CC3 (stereo unspecified),-0.7,-2,1.2,2.6,0,7,0.6,7,9,.
Cc1nnc(-c2ccc(Oc3ccc(C)c(C)c3)c([N+](=O)[O-])c2)o1,-0.8,-10,-1.9,1.1,1,-10,1.3,10,13,-8
CCc1ccccc1NC(=S)N1CCN(c2cccc(OC)c2)CC1,0.3,-4,1.1,2.6,-1,-16,0.7,-1,5,31
CCC1=C(OC(=O)N(CC)CC)N2C(=O)OC(=NCCc3c[nH]c4ccccc34)[C@]2(Cc2ccccc2)[C@H]2C1=CC[C@H]1C(=O)N(C)C(=O)[C@H]12,-0.6,-4,-1.9,3.4,-6,-5,1.6,8,6,.
Cc1ccc(CSc2nc3c(c(N(C)C)n2)CCCC3)cc1,-1.4,-13,1.4,4.5,.,-16,0.5,11,0,6
COc1ccc(-n2nnnc2SCC(=O)Nc2nc3c(s2)CCCC3)cc1,-1.1,1,0.2,3.4,-1,-10,0.8,-1,2,.
O=C(NC12CC3CC(CC(C3)C1)C2)c1ccc(=O)oc1,0.3,-1,0.7,-0.7,.,14,2.6,-2,-9,-9
COc1ccc2oc(C(=O)N(C)CCOc3ccccc3)c(C)c2c1,-3.1,-12,-0.9,3.4,2,-15,5.1,0,1,13
Cc1cc(NC(=O)CSc2nc3c([nH]c4ccccc43)c(=O)n2-c2ccccc2F)no1,-2.8,1,2.6,2.6,0,-7,5.8,-10,0,-8
O=c1[nH]cnc2nc(-c3ccccc3)c(-c3ccccc3)nc12,-0.1,-2,-4.0,-0.1,-3,-7,0.9,-8,-1,33
O=C(NCc1ccccc1Cl)c1cc2ccccc2oc1=O,-1.1,1,0.2,2.6,9,-9,-1.0,0,-3,-2
COc1ccc(-c2oc(=O)c3cc(OC)c(OC)cc3c2C#CC2(O)CCCCC2)cc1,-0.4,-3,-0.8,0.6,-12,-5,0.6,-11,0,-18
O=C(Cn1nc(-c2ccc(Cl)cc2)ccc1=O)NCC1CCCO1 (stereo unspecified),0.0,-1,1.5,2.1,-4,-10,-1.9,1,4,17
COc1ccc(CC(=O)N/N=C(\C)CC(=O)Nc2ccc3c(c2)OCCO3)cc1OC,-3.4,0,-2.5,0.1,2,-17,-2.5,8,-10,-1
CN(C)CCCNC(=S)N1CCN(c2nc(-c3ccccc3)cs2)CC1,-1.1,0,-2.9,-2.1,-4,-8,-2.1,5,-11,15
CC1(C)Cc2cccc(OCC(=O)OCC(=O)Nc3ccc(C(N)=O)cc3)c2O1,-2.2,-1,2.0,1.8,0,-1,1.9,5,6,-3
Cc1cccc(N2CCN(C(=O)CNC(=O)c3ccccc3)CC2)c1C,-1.6,0,-3.0,2.7,8,-9,0.4,-4,-1,-5
COC(=O)c1cc(NC(=O)Cc2ccccc2[N+](=O)[O-])cc(C(=O)OC)c1,-3.8,-4,-3.2,4.0,.,-17,-1.3,-8,-2,1
OC(CCN1CC2CCC(CC2)C1)(Cc1ccccc1)c1ccco1 (stereo unspecified),1.0,0,.,0.0,-2,-13,.,4,2,.
COc1ccc(N2CCN(C(=O)c3ccc(CNS(=O)(=O)c4cccc(OC)c4)cc3)CC2)cc1,-1.8,2,-0.2,-0.7,-3,-8,-1.3,7,5,14
CC(C(=O)NC1=NCCS1)N1C(=O)C2CC=CCC2C1=O (stereo unspecified),-0.1,-1,0.3,1.2,.,-13,-0.5,-4,-6,-13
O=C(CCS(=O)(=O)c1ccccc1Cl)Nc1ccc(S(=O)(=O)Nc2ncccn2)cc1,-2.1,0,2.1,-2.9,-1,-13,2.1,-3,1,9
CN(C)C(=O)c1ccc2c3c(cccc13)CC2,0.1,-1,-3.3,4.1,2,-3,1.2,1,10,-1
FC(F)(F)c1ccc(NC(=S)NCc2ccccc2)cc1,-0.1,-2,9.5,11*,-4,2,10,2,-7,0
O=C(NN1CCN(Cc2ccccc2)CC1)c1ccc(N2CCOCC2)c([N+](=O)[O-])c1,-0.3,0,2.3,4.6,-2,-10,4.4,0,7,10
COc1ccc(C(=O)COC(=O)/C=C/c2ccccc2)c(OC)c1,-0.1,-5,0.9,-0.9,12,8,0.0,23,-4,-6
CC(Nc1ccc([N+](=O)[O-])cc1[N+](=O)[O-])c1ccccc1 (stereo unspecified),0.4,-1,.,-0.9,0,10,.,4,5,-8
Cc1ccc2nc(NCCCNC(=O)c3cnccn3)c(C#N)cc2c1,-0.9,0,0.2,2.0,-1,-12,-0.3,-14,-5,.
O=C(COc1ccccc1C(=O)Nc1ccccc1)NCCc1ccccc1,-0.4,1,-0.4,4.9,-1,1,0.3,-2,4,1
COc1ccc(CNC(=O)[C@@H](NC(=O)C2CCN(S(=O)(=O)c3ccc(C)cc3)CC2)C(C)C)cc1OC,-1.3,0,1.0,4.3,0,-17,2.5,-28,1,7
Cc1nc2ccc(NC(=O)COc3ccccc3C)cc2s1,0.4,-1,0.0,4.6,-1,12,2.9,1,5,6
Cc1ccc(S(=O)(=O)N2CCC[C@H]2C(=O)OC(C)C(=O)Nc2ncc(Cl)cc2Cl)cc1 (stereo partly specified),-1.8,-3,0.6,2.4,0,-1,0.3,1,0,3
Cc1ccccc1S(=O)(=O)NC(=NCc1ccc(F)cc1)c1ccccc1,.,-4,0.3,-1.9,-3,-15,-0.1,0,2,9
COc1cccc(C2/C(=C(/O)c3ccc4c(c3)OCO4)C(=O)C(=O)N2CCN2CCOCC2)c1 (stereo unspecified),-1.9,-4,3.2,2.6,2,1,2.8,-1,-5,-18
O=C(NCc1ccccn1)c1ccc2nc(C3CCCCC3)oc2c1,-0.9,-2,1.9,1.7,0,5,3.4,3,-3,22
COc1ccc(CCNc2nc(-c3ccc(NC(C)=O)cc3)cs2)cc1OC,6.8,1,0.6,2.6,-1,-16,0.8,-1,-4,-4
Cc1cc(Cl)c2oc(C(=O)NCCN3CCOC3=O)c(C)c2c1,-1.1,0,-2.3,0.2,2,-3,-0.9,2,3,-5
Cc1ccc2[nH]c(C(=O)N3CCN(C=O)CC3)cc2c1,-0.6,2,0.5,1.7,1,-11,1.1,-2,-1,-2

# The closing two entries of the part above are carried over, then new ones follow.
SMILES,CAL PDZ inh,DAGLB inh,Ecoli viability,phage Ecoli inh,Wnt act,PvdQ acylase,AddAB inh,Rtt109 Vps75,Tat transport,PfHsp90 yeast 2
Cc1cc(Cl)c2oc(C(=O)NCCN3CCOC3=O)c(C)c2c1,-1.1,0,-2.3,0.2,2,-3,-0.9,2,3,-5
Cc1ccc2[nH]c(C(=O)N3CCN(C=O)CC3)cc2c1,-0.6,2,0.5,1.7,1,-11,1.1,-2,-1,-2
Brc1cc(Br)c2nc(-c3cccs3)ccc2c1,-1.5,-11,3.5,-0.3,.,-3,2.3,3,-8,-1
CCN(CC(=O)Nc1cc(C)c(Cl)cc1OC)CC(=O)NC1CCS(=O)(=O)C1 (stereo unspecified),-0.7,3,2.3,-0.2,-1,-12,0.9,-16,-6,-13
O=C(NC(=O)N1CCCCC1)c1ccccc1,-1.0,-3,2.0,3.8,0,-11,-0.3,1,5,-28
CCC(C)(C)NC(=O)C(c1ccc(O)cc1)N(Cc1ccco1)C(=O)CCC(=O)Nc1ccccn1 (stereo unspecified),-1.3,3,0.1,2.3,-1,-10,-0.7,7,-6,-5
Cc1ccc(-c2cc(=O)c3ccccc3[nH]2)cc1,-1.6,-3,5.2,2.5,12,-7,1.7,-2,1,-12

# Screening data (PubChem BioAssay)
